# Screens as filed in PubChem BioAssay.
# APOBEC3A inh: inhibitors of human APOBEC3A DNA deaminase. 330,000 compounds, 0.41% hits. recombinant A3A, FAM/TAMRA ssDNA deamination fluorescence. inhibition, % at 20 µM;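 active means at least 40% inhibition at 20 µM here, with at most 30% in a related deaminase screen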;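 further: plate controls were A3A with DMSO for no effect and wells lacking A3A enzyme for full effect; some results filed as inactive read as strong as hits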
# Target sequence (P31941 whole entry, looked up): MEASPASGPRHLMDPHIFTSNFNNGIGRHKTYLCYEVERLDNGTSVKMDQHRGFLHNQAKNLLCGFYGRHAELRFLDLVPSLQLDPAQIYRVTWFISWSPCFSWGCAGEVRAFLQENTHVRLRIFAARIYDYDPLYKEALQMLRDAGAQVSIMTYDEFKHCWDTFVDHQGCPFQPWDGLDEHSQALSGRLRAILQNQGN
# mIAP inh: mouse IAP inhibition | 330,000 compounds, 0.2% hits | AID 2806 | inhibition, % at 10 µM | purified mouse IAP, CDP-Star luminescence, 30 min;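 active means inhibition of at least 40% at 10 µM in the primary screen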;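 further: plate controls were DMSO with enzyme for no effect and no enzyme wells for full effect; values of inactives mirror those of a sister screen read the other way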
# hIAP act: human IAP activation. purified human IAP, CDP-Star luminescence, 30 min; hits give high values; 1 = vehicle-only enzyme, 0 = enzyme-free background. activation factor at 10 µM. 330,000 compounds, 0.16% hits. AID 2524;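 active means activation factor of the enzyme at least 2-fold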; further: the source names both 10 and 20 µM as test concentration; values of inactives mirror those of a sister screen read the other way
# HKDC1 inhibitor: blocks human hexokinase HKDC1 activity; inhibition, % at 20 µM; AID 493160; 340,000 compounds, 0.16% hits; Q2TB90; recombinant HKDC1, G6PDH/diaphorase resazurin coupled fluorescence;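 active means inhibition above about 35% when tested at 20 µM, limit read from the data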;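 further: plate controls were DMSO wells with enzyme for no effect and DMSO wells lacking enzyme for full effect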
#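 Material: recombinant HKDC1 hexokinase; Amount: HKDC1 at 5 µg/mL; Medium: Tris pH 8.0 buffer with MgCl2, Tween-20, BSA, BME; Schedule: 90 min reaction incubation at room temperature, dark; Technique: coupled resazurin fluorescence, excitation 525 nm, emission 613 nm.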
# ATG4B inhibitor: blocks human ATG4B protease cleavage of LC3 substrate | Q9Y4P1 | ATG4B cleavage of LC3-PLA2, NBD-HPC fluorescence, 1 h | inhibition, % at 8.33 µM | 340,000 compounds, 0.51% hits; in the data active means inhibition above about 40%
# Target sequence (Q9Y4P1 whole entry, looked up): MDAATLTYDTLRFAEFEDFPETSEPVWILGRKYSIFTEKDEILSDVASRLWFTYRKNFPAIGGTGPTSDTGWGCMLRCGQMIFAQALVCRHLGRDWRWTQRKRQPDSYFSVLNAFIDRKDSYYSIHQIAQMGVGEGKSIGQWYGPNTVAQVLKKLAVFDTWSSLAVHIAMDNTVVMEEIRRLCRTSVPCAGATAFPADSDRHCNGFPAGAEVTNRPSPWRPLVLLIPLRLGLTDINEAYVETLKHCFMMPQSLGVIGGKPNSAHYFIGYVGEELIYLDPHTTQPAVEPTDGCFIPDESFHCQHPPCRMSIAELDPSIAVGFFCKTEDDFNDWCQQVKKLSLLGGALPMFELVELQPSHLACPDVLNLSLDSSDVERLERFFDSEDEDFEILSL
# PfGluPho inh: PfG6PD (Plasmodium falciparum) enzyme inhibition | PfGluPho enzyme, NADPH resazurin-diaphorase fluorescence | 350,000 compounds, 0.78% hits | inhibition, % at 20 µM | AID 504690;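 active means inhibition reaching at least a set limit at 20 µM in the primary screen, cut at about 59% in these data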;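 further: 0% = DMSO wells with substrate and 100% = DMSO wells lacking glucose-6-phosphate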
# mIAP act: increases mouse intestinal alkaline phosphatase activity; AID 2805; 330,000 compounds, 0.24% hits; muIAP, CDP-Star luminescence, 30 min; hits give high values; 1 = vehicle-only enzyme signal, 0 = enzyme-free wells; activation factor at 10 µM;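 active means activation factor of at least 2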; further: the source names both 10 and 20 µM as test concentration; values of inactives mirror those of a sister screen read the other way
#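 also added = chemiluminescent substrate CDP-Star | test system = mouse IAP enzyme | signal = chemiluminescence readout | compound = DMSO-dissolved test compounds | incubation = 30 min at room temperature | benchmarks = DMSO wells, no-enzyme wells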
# hIAP block: human IAP inhibition; P09923; purified IAP, CDP-Star luminescence, 30 min; inhibition, % at 10 µM; 330,000 compounds, 0.12% hits;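 active means inhibition reaching a set limit with compound at 10 µM in the primary screen, cut at about 35% in these data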;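 further: plate controls were DMSO wells with enzyme for no effect and no-enzyme buffer wells for full effect; values of inactives mirror those of a sister screen read the other way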
# Numbers without * were called inactive; & = joins results of further samples.
SMILES,APOBEC3A inh,mIAP inh,hIAP act,HKDC1 inhibitor,ATG4B inhibitor,PfGluPho inh,mIAP act,hIAP block
COc1ccc(-c2sc3cc4c(cc3c2-c2ccc(OCCN3CCOCC3)cc2)OCO4)cc1,-6,-2,0.87,-2,3,12,1,13
COc1ccc(N2CCN(CCNC(=O)c3nnc(Cc4c(F)cccc4Cl)o3)CC2)cc1,-2,6,1.1,0,-7,2,0.94,-6
Cc1cnc(NC(=O)C2CCCO2)s1 (stereo not given),-2,-4,0.95,1,4,-14,1,5
O=C1CCc2cc(S(=O)(=O)Nc3ccc(F)cc3)cc3c2N1CC3,-1,-1,1,-2,-4,-9,1,-4
O=C(NCC(=O)N(CC1CCCO1)C1(C(=O)NC2CCCCC2)CCCCC1)c1ccccc1 (stereo not given),-3,1,1,2,-9,-4,0.99,-2
COc1ccc(Cl)cc1NC(=O)C1CCCN(c2ncnc3c2nc2n3CCCCC2)C1 (stereo not given),0,-1,1.2,6,-1,47,1,-21
O=C(O)c1cccc(Cn2c(Cl)c(/C=N/NC(=O)c3cc4ccccc4cc3O)sc2=O)c1,4,16,0.95,18,10,-34,0.84,5
CC(OC(=O)c1ccccc1NS(=O)(=O)c1cccc(C(F)(F)F)c1)C(=O)N(C)Cc1ccccc1 (stereo not given),-3,6,0.97,2,-9,23,0.94,3
COc1ccc(C2N3CC4(C)CN2CC(C)(C3)C4=O)cc1OC (stereo not given),-3,17,0.81,3,4,0,0.83,19
CCCN1C2CCCC1CC(NC(=O)c1ccccc1F)C2 (stereo not given),-8,-13,1.2,-3,16,-8,1.1,-16
O=C(NCC1CCCO1)c1c(O)c2cccc3c2n(c1=O)CC3 (stereo not given),-5,4,0.99,6,-1,-15,0.96,1
COC(=O)N=Nc1c(O)n(Cc2ccccc2)c2ccccc12,-1,7,0.93,0,-2,-17,0.93,7
CC(=O)Nc1ccccc1C(=O)C(=O)Nc1ccc(F)c(Cl)c1,-8,4,1,2,0,-5,0.95,-4
O=C(CN1C(=O)CCC1=O)Nc1nc(-c2ccc(Oc3ccccc3)cc2)cs1,0,14,1.1,-3,-5,-11,0.86,-7
Cn1c(SCC(=O)Nc2nccs2)nnc1-c1ccco1,0,-2,1.7,-9,0,1,1,-73
COc1ccc(-c2csc(NC(=O)c3ccc(N4C(=O)CCC4=O)cc3)n2)cc1,-2,3,1.1,-7,-3,-33,0.97,-6
Cc1c(C(=O)c2ccc(F)cc2)c2ccccn2c1CCc1ccccn1,-4,4,0.96,-2,3,24,0.96,4
COc1ccc(S(=O)(=O)N2CCN(Cc3cccc(OC)c3)CC2)cc1,-5,11,0.81,1,-5,-12,0.89,20
Cn1nc(-c2ccccc2)c(C(=O)NCC(=O)O)c1Cl,-2,-2,1,-9,-4,6,1,-2
COCCn1c(SCC(=O)OC(C)C)nnc1-c1ccccc1,0,1,0.99,-1,1,-4,0.99,0
COc1cc(NC(=O)c2ccco2)c(OC)cc1NC(=O)Nc1cccc(Cl)c1,3,-2,1.1,0,-2,13,1,-15
Cc1csc(Nc2ccc(Cl)cc2)[n+]1-c1ccc(Cl)cc1,-3,8,0.92,-6,2,24,0.92,8
COc1ccc2c(c1)[nH]c1c(=O)n(CCN(C)C)cnc12,0,2,1,4,0,-4,0.98,-3
Cc1cc(C(=O)COC(=O)c2n[nH]c3ccccc23)c(C)n1C,-1,8,1.2,-8,-10,10,0.92,-24
COc1ccc2[nH]c3c(=O)n(CCCN4CCOCC4)cnc3c2c1,-2,0,1,-3,-1,11,1,-3
O=C(Nc1ccccc1N1CCCCC1)c1cccc(F)c1,-5,-1,1.2,3,22,-10,1,-15
O=C1NCCCC1C(=O)N1CCN(C(c2ccccc2)c2ccccc2)CC1 (stereo not given),0,7,0.99,5,4,-14,0.93,1
O=C(Cc1ccc(Cl)cc1)Nc1ccc(CN2CCCCC2)cc1,-1,-11,1,-5,-12,13,1.1,-2
COC(=O)c1ccc(Nc2c([N+](=O)[O-])c(=O)oc3ccccc23)cc1,1,4,0.88,8,-2,-4,0.96,12
c1ccc2c(-c3c[nH]c4ccccc34)c3ccccc3nc2c1,-1,3,1.1,3,3,7,0.97,-6
CCSCc1nnc(SCC(=O)Nc2cccc(SC)c2)n1C,3,6,1.1,-5,-8,7,0.94,-9
COc1ccc(C2Nc3ccccc3C(=O)N2Cc2ccco2)cc1CN1C(=O)c2ccccc2C1=O (stereo not given),3&0,8&7,0.94&0.93,17&-2,-8&-3,8&2,0.92&0.93,6&7
CCOC(=O)N1CCC(NC(=O)CCN2C(=O)C3C4C=CC(C4)C3C2=O)CC1 (stereo not given),0,-12,0.93,3,3,-6,1.1,7
OCCN1CCN(C(=S)c2ccc(Cl)c(Cl)c2)CC1,0,-3,0.98,-3,-2,64*,1,2
CC(C)c1ccc(NC(=O)COC(=O)C2CCCCC2)cc1,-5,-2,0.97,2,-4,15,1,3
CSCCC(NS(=O)(=O)c1ccc(C)cc1)C(=O)N1CCN(S(=O)(=O)c2ccc(F)cc2)CC1 (stereo not given),-2,5,1,-3,-5,7,0.95,-2

# Some of these compounds in order of their number in mIAP act, highest first.
smiles,APOBEC3A inh,mIAP inh,hIAP act,HKDC1 inhibitor,ATG4B inhibitor,PfGluPho inh,mIAP act,hIAP block
CCOC(=O)N1CCC(NC(=O)CCN2C(=O)C3C4C=CC(C4)C3C2=O)CC1 (stereo not given),0,-12,0.93,3,3,-6,1.1,7
CC(C)c1ccc(NC(=O)COC(=O)C2CCCCC2)cc1,-5,-2,0.97,2,-4,15,1,3
c1ccc2c(-c3c[nH]c4ccccc34)c3ccccc3nc2c1,-1,3,1.1,3,3,7,0.97,-6
COC(=O)c1ccc(Nc2c([N+](=O)[O-])c(=O)oc3ccccc23)cc1,1,4,0.88,8,-2,-4,0.96,12
CSCCC(NS(=O)(=O)c1ccc(C)cc1)C(=O)N1CCN(S(=O)(=O)c2ccc(F)cc2)CC1 (stereo not given),-2,5,1,-3,-5,7,0.95,-2
CCSCc1nnc(SCC(=O)Nc2cccc(SC)c2)n1C,3,6,1.1,-5,-8,7,0.94,-9
O=C1NCCCC1C(=O)N1CCN(C(c2ccccc2)c2ccccc2)CC1 (stereo not given),0,7,0.99,5,4,-14,0.93,1

# (next part)
SMILES,APOBEC3A inh,mIAP inh,hIAP act,HKDC1 inhibitor,ATG4B inhibitor,PfGluPho inh,mIAP act,hIAP block
Cc1ccc2nc(SCC(=O)Nc3ccc(F)cc3)nc(=O)n2c1,-4,4,0.86,-2,-3,1,0.96,14
CC(C)(C)N=C1C([N+](=O)[O-])=CC=C2C1=NC1(CCCCC1)N2O,-1,12,0.91,12,-1,25,0.89,9
COC(=O)C1=CN(Cc2ccc(OC)c(OC)c2)C=C(C(=O)OC)C1c1ccc(F)cc1,-9,-14,1.4,3,-7,4,1.1,-40
Cc1cc(OCC(=O)NCc2ccccn2)c2c(C)cc(=O)oc2c1,-2,8,1,-4,-6,0,0.92,-5
COC(=O)c1ccc(OCC(O)CN2CCN(C(=O)c3ccco3)CC2)cc1 (stereo not given),-3,-6,0.94,-4,-6,0,1.1,6
COCCNC(=O)C(=O)NCC1OCCN1S(=O)(=O)c1cc(F)ccc1F (stereo not given),-3,1,0.98,-3,2,4,0.99,2
Cc1ccc(C)c(-c2nnc(NC(=O)CCS(=O)(=O)c3ccccc3)o2)c1,-5,8,1,-6,8,0,0.92,-3
CC(C)CC(=O)NC1(C(F)(F)F)C(=O)N(CC(C)C)C2=C1C(=O)CC(C)(C)C2 (stereo not given),-5,2,1.1,-15,24,4,0.98,-5
Cc1cc(C)cc(SCc2noc(C(=O)NC(C)C)c2C(=O)NC(C)C)c1,-1,5,1.1,4,-6,13,0.95,-6
CC(Oc1ccc(C(=O)c2ccccc2)cc1)C(=O)N1CCOCC1 (stereo not given),-2,8,1.1,-3,-5,3,0.92,-10
CCNC(=O)N(CC)C[C@H]1N[C@@](Cc2ccccc2)(C(=O)OC)[C@H]2C(=O)N(Cc3ccccc3)C(=O)[C@@H]12,0,-1,0.98,-4,-4,1,1,2
Cc1ccc(Cl)c(OCC(=O)NCC(c2cccs2)N2CCOCC2)c1 (stereo not given),2,-3,0.99,1,-2,4,1,0

# Ordered by length of the SMILES (low to high): some entries from above
SMILES,APOBEC3A inh,mIAP inh,hIAP act,HKDC1 inhibitor,ATG4B inhibitor,PfGluPho inh,mIAP act,hIAP block
Cc1cc(OCC(=O)NCc2ccccn2)c2c(C)cc(=O)oc2c1,-2,8,1,-4,-6,0,0.92,-5
COCCNC(=O)C(=O)NCC1OCCN1S(=O)(=O)c1cc(F)ccc1F (stereo not given),-3,1,0.98,-3,2,4,0.99,2
COC(=O)c1ccc(OCC(O)CN2CCN(C(=O)c3ccco3)CC2)cc1 (stereo not given),-3,-6,0.94,-4,-6,0,1.1,6

# Remaining list, next part
SMILES,APOBEC3A inh,mIAP inh,hIAP act,HKDC1 inhibitor,ATG4B inhibitor,PfGluPho inh,mIAP act,hIAP block
Cc1ccc(S(=O)(=O)N2CCN(C(=O)COC(=O)Cc3cccc(C(F)(F)F)c3)CC2)c(C)c1,-1,3,1,2,-15,28,0.97,-4
NC(=O)c1ccc(SCC(=O)OCC(=O)N2CCN(C(=O)c3ccco3)CC2)c([N+](=O)[O-])c1,7,-2,1.1,-2,-2,4,1,-15
CN1CCN(c2nc3c(c(=O)[nH]c(=O)n3C)n2Cc2ccccc2)CC1,-8,1,0.95,5,5,-13,0.99,5
Cc1cccc(NC(=O)C(C)SCc2ccccc2)c1 (stereo not given),0,-2,1.1,-3,0,18,1,-11
O=C(CN1CCN(C(c2ccccc2)c2ccccc2)CC1)Nc1ccc(N2CCOCC2)cc1,-5,-8,1.1,-10,-5,2,1.1,-13
O=C(O)c1ccc(S(=O)(=O)N2CCCCCC2)cc1,-6,-3,1.1,-4,2,-27,1,-10
COc1ccc(Cl)cc1Nc1nc(N)nc(C(F)(F)F)n1,-2,-3,0.89,0,5,12,1,11
Cc1noc(NS(=O)(=O)c2ccc(NC(=O)C(F)(F)F)cc2)c1C,-9,2,1.3,-4,-6,11,0.98,-29
COc1ccccc1C(=O)Oc1ccc(C(C)(C)C)cc1,-2,-8,0.9,9,42*,18,1.1,10
CCOc1ccc(N2CC(C(=O)NCCc3ccccc3)CC2=O)cc1 (stereo not given),1,-6,1.4,-7,6,0,1.1,-36
O=C(CNCCO)NC12CC3CC(CC(C3)C1)C2,3,-6,1.1,-3,-3,11,1.1,-13
COc1ccc(S(=O)(=O)Nc2cccc3c2O[C@H](CN(C)C)[C@@H](C)CN([C@H](C)CO)C3=O)cc1,-4,3,1.1,-4,-6,-4,0.97,-7

# Quoted from the listing.
# mIAP act result of `O=C1CCc2cc(S(=O)(=O)Nc3ccc(F)cc3)cc3c2N1CC3` reads 1
# mIAP inh result of `CC(C)(C)N=C1C([N+](=O)[O-])=CC=C2C1=NC1(CCCCC1)N2O` reads 12
